Screens (PubChem)
HGIII-sPLA2 inh = Blocks human group III sPLA2 activity; Q9NZ20; QFRET BODIPY PC-A2 liposome hydrolysis, fluorescence; inhibition, % at 12.2 µM; hit rate 0.56% among 370,000; AID 743126;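 active = inhibition above mean plus 3 SD of compounds lying within the high and low control bounds, cut at about 19% in these data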;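 also: 0% = median of test compound wells and 100% = no enzyme DMSO wells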
DAX1 inh-1 = inhibitors of human orphan nuclear receptor DAX1 (NR0B1); P51843; HEK293 Gal4-DAX1 luciferase reporter, luminescence; inhibition, % at 6.75 µM; hit rate 0.99% among 340,000; AID 504766;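 active = inhibition above the mean over all tested compounds plus 3 SD, cut at about 4.2% in these data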;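 also: 0% = DAX1-transfected cells with DMSO and 100% = empty-vector control cells with DMSO; inhibition shows as a rise in luminescence from relieved DAX1 repression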
NPR1 activator = GC-A (human) enzyme activation; hit rate 0.14% among 370,000; AID 1671463; P16066; HEK293 GC-A cells, cGMP TR-FRET, EC30 ANP; 0% at EC30 ANP, 100% saturating ANP; activation, % at 10 µM; in the data active = activation above about 40%
Target sequence (P16066 whole entry, looked up): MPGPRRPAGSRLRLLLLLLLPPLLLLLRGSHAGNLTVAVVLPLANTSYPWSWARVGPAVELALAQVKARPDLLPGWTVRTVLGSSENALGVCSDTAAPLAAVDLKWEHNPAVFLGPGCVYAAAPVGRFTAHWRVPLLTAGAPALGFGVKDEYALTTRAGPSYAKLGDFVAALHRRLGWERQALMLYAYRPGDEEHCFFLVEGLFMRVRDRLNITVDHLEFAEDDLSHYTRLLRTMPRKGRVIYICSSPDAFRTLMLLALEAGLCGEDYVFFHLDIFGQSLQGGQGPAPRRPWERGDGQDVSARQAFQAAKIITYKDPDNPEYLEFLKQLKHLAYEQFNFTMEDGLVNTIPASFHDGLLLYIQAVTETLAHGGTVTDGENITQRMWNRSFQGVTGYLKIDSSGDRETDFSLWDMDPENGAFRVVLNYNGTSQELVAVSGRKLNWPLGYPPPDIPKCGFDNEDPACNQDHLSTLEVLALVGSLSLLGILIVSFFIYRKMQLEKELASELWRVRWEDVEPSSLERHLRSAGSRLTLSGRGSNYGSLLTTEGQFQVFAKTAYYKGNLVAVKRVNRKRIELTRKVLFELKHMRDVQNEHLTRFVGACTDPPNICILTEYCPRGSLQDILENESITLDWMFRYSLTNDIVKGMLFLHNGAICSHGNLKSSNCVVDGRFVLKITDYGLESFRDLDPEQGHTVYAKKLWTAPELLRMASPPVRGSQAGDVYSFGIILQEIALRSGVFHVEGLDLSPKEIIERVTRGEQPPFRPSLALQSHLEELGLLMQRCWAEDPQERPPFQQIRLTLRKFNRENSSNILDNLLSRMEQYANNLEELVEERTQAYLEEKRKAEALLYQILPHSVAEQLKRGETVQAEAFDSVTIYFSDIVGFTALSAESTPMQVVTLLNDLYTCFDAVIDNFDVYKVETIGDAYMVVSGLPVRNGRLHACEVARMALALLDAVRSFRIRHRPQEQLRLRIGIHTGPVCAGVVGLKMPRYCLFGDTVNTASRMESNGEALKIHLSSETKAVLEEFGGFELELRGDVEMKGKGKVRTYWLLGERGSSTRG
ssDAF-12 act = activates DAF-12 receptor from parasite S. stercoralis. AID 652126. hit rate 1% among 370,000. HEK293 ssDAF-12/GRIP1 lit1-tk-luc reporter, luminescence; % of 3 µM dafachronic acid response. activation, % at 6.8 µM;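 active = activation above the mean over all tested compounds plus 3 SD, cut at about 0.9% in these data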;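 also: 0% = DMSO-only wells and 100% = 3 µM delta7-dafachronic acid wells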
SMARCA2 act = activators of SMARCA2 function; MG213 cells, MMTV-luciferase reporter, dexamethasone, overnight; activation, % at 9.1 µM; hit rate 1% among 370,000; AID 652017; in the data active = activation above about 7.8%;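 also: 0% = vehicle wells and 100% = reference activator wells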
DAX1 inh-2 = DAX1 (NR0B1) inhibition, primary screen | hit rate 1.1% among 370,000 | inhibition, % at 6.8 µM | AID 652010 | HEK293T StAR-luciferase reporter, SF-1/DAX-1 repression relief;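 active = inhibition above the mean over all tested compounds plus 3 SD, cut at about 3.6% in these data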;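 also: 0% = DAX-1 cells with DMSO and 100% = cells lacking DAX-1 with DMSO; higher inhibition means more luminescence from relief of DAX-1 repression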
GAA850 FXN act = activators of GAA850 frataxin (FXN) promoter; HEK293 lucGAA850 FXN promoter luciferase reporter, 24 h; percent of 10 µM SAHA response; activation, % at 6 µM; hit rate 0.56% among 360,000; AID 540364;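 active = activation above the average of all compounds screened plus 3 SD, cutoff fixed separately per campaign, cut at about 7.5% in these data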;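 also: 0% = DMSO wells and 100% = 10 µM SAHA wells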
hgDAF12 agonist = hgDAF-12 agonism, primary luciferase screen; HEK293 GAL4-hgDAF12 UAS-luciferase reporter, agonist luminescence; normalized to butyrate control; activation, % at 6.8 µM; hit rate 1.8% among 370,000; AID 687014;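 active = activation above a cutoff set at the mean of all screened compounds plus 3 SD, cut at about 10% in these data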;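 also: 0% = DMSO wells and 100% = sodium butyrate wells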
hcDAF-12 act = activators of H. contortus DAF-12 nuclear receptor; HEK293 hcDAF-12 lit1-tk-luc reporter, luminescence; 0% DMSO, 100% Δ7-dafachronic acid; activation, % at 6.8 µM; hit rate 1.4% among 370,000;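 active = activation above the mean of all tested compounds plus 3 SD, cut at about 5.5% in these data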;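 also: 100% = response to 3 µM Δ7-dafachronic acid high control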
ADAM10 inh = inhibitors of human ADAM10. recombinant ADAM10, EDANS/DABCYL FRET peptide cleavage, 3 h. inhibition, % at 7 µM. hit rate 0.62% among 370,000. AID 720582. O14672;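 active = inhibition above a per-campaign cutoff equal to the mean of compounds falling between control-based bounds plus 3 SD, cut at about 20% in these data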;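 also: 0% = DMSO wells while the 100% control is not disclosed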
NPR2 activator = GC-B (human) receptor activation; hit rate 0.11% among 370,000; HEK293-GC-B cells, CNP EC30, cGMP TR-FRET; 0% at EC30 CNP, 100% saturating CNP; AID 1920062; P20594; activation, % at 10 µM;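 active = activation at 10 µM reaching about 35% in either raw or pattern-adjusted values, limit read from the data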
* marks the source's active call; other numbers are inactive results; i = inactive; nt = no result given; & = joins results of further samples.

SMILES	HGIII-sPLA2 inh	DAX1 inh-1	NPR1 activator	ssDAF-12 act	SMARCA2 act	DAX1 inh-2	GAA850 FXN act	hgDAF12 agonist	hcDAF-12 act	ADAM10 inh	NPR2 activator
Cc1ccccc1C(=O)N1CCN(c2ccc(NC(=S)NC(=O)c3cccs3)cc2)CC1	4	-1.9	-5	-1.8	-7	-1.2	-2.0	-3.4	-2.3	7	0
CS(=O)(=O)N(CC(=O)O)c1ccc2c(c1)OCO2	-2	0.7	6	-0.6	0	-0.8	-0.6	-0.3	-0.6	-3	8
O=C(COc1ccc2ccccc2c1Br)N1CCCC1	-3	0.3	-2	-0.5	8	3.9*	2.4	3.1	1.4	-1	-3
COc1ccccc1C(=O)NCCC(=O)N1CCCCCCC1	-4	-0.2	4	-0.8	-1	0.9	1.4	-0.1	-0.9	-2	1
COC(=O)C1=C(C)NC(=O)CC1c1cc2c(cc1Br)OCO2 (stereo not given)	-5	-1.2	-3	-1.2	1	0.0	-0.3	0.0	-1.4	5	-5
O=C(NCC(c1cccs1)N1CCOCC1)c1cc(Cl)ccc1[N+](=O)[O-] (stereo not given)	8	0.2	2	-0.8	-4	-0.9	-1.9	3.0	-1.1	-4	3
COc1ccc(C(=O)Nc2cccnc2)cc1S(=O)(=O)N1CCOCC1	4	0.9	0	-1.2	4	-0.5	0.0	0.7	-1.9	11	2
Cc1ccccc1Oc1ccc(Oc2ccccc2C)nn1	-7	1.8	-3	-0.1	1	2.7	3.1	9.4	1.4	-5	4
CC(C)COC(=O)/C(C#N)=C/c1c[nH]c2ccccc12	-7	-0.5	9	-1.1	2	0.4	7.0	6.6	1.6	-112	-4
COc1ccc(CN2CCC(CO)(Cc3ccccc3C(F)(F)F)CC2)c(F)c1	-10	-0.3	-10	-0.4	2	-0.1	-3.6	1.5	1.6	9	-7
CN(C(=O)CSc1nnc(N)s1)c1c(N)n(Cc2ccccc2)c(=O)[nH]c1=O	-2	1.1	3	-1.5	2	0.3	2.7	-0.6	-1.2	-4	4
CN(C(=O)CS(=O)(=O)c1cn(CC(=O)N2CCOCC2)c2ccccc12)c1ccccc1	3	1.3	1	-0.5	-1	-0.1	-0.7	2.8	2.6	-28	-1
Cc1cccc(CN2CCN(C3CN(C4CCCCC4)S(=O)(=O)C3)CC2)c1 (stereo not given)	5	nt	-6	-0.7	-5	-1.5	nt	-1.7	-1.9	-13	4
C/C(=N/NC(N)=S)c1ccccc1[N+](=O)[O-]	0	0.8	-1	-1.2	-1	-1.1	-2.0	2.5	-0.2	-2	-3
O=c1c2ccccc2c2c(O)nc(-c3ccccc3)n2n1Cc1ccccc1	9	-0.6	0	-0.8	0	-0.2	1.9	-1.4	-1.1	-3	-1
COc1cc(C(=O)NNC(=O)CCOc2cccc(Br)c2)cc(OC)c1OC	-5	0.3	0	-1.3	-2	1.9	-1.1	0.3	0.1	1	-7
c1ccc2[nH]c(NCCN3CCOCC3)nc2c1	6	0.3	-2	-1.0	0	0.1	-0.7	1.9	1.8	-3	2
CCCCNC(=O)COC(=O)c1c2c(nc3ccccc13)CCC2	-5	-0.1	2	-0.7	-2	-0.4	0.1	0.8	1.7	-33	3
COc1cc(-c2cc(C(=O)Nc3ccc(S(=O)(=O)Nc4ncccn4)cc3)c3ccccc3n2)cc(OC)c1OC	-6	0.0	1	-1.1	-1	0.2	1.7	1.4	-1.0	0	0
N#Cc1cccnc1N1CCN(C(c2ccnc3ccccc23)c2nnnn2-c2ccc3c(c2)OCCO3)CC1 (stereo not given)	-1	nt	-5	-1.6	-1	-0.2	nt	-2.7	-2.2	-56	3
COC(=O)c1ccccc1S(=O)(=O)N1CCC(NC(=O)c2ccccc2)CC1	-2	-0.4	1	-0.2	-3	-0.2	2.3	4.0	1.9	-1	1
CC(O)CNc1nc2sc3c(c2c(=O)n1CCc1ccccc1)CCCCC3 (stereo not given)	-5	6.5*	-1	-1.2	-2	-0.5	6.7	2.3	-0.4	16	-6
CC(CCc1ccccc1)NC(=O)C1CCN(S(=O)(=O)c2cnc[nH]2)CC1 (stereo not given)	2	-0.7	3	-0.9	-4	-0.8	1.7	-3.3	-2.0	-2	-2
O=C(c1ccc([N+](=O)[O-])cc1)n1nc(-c2ccccc2)nc1NCc1ccccc1	-4	0.6	0	-1.1	-1	0.2	1.2	3.9	-0.6	-5	1
COC(=O)Cc1csc(N)n1	7&1	0.5&-0.1	-1&-5	-1.1&-0.4	-2&-1	0.1&0.2	0.5&5.0	0.5&-1.3	-1.9&-2.2	-6&-4	0&2

Remaining list, next part.
SMILES	HGIII-sPLA2 inh	DAX1 inh-1	NPR1 activator	ssDAF-12 act	SMARCA2 act	DAX1 inh-2	GAA850 FXN act	hgDAF12 agonist	hcDAF-12 act	ADAM10 inh	NPR2 activator
COc1ccccc1N=Cc1nc(-c2ccccc2)oc1OC(C)=O	9	2.5	-1	0.3	-9	0.1	-0.5	1.3	2.7	-3	9
O=C1C(Nc2ccccc2)=CC(c2ccc(O)cc2)N1c1ccccc1 (stereo not given)	-31	1.9	1	-1.1	4	0.3	2.4	6.0	2.7	-15	6
CCOC(=O)c1c(-c2cccc([N+](=O)[O-])c2)cn2ccccc12	4	-0.1	2	-1.7	0	0.0	2.0	0.0	-0.1	2	1
O=C(NCc1ccccc1)c1ccc(NC(=O)c2ccccc2F)cc1	7	0.2	-5	-1.9	-2	-2.6	0.2	-2.7	-4.3	-17	-5
CCc1nc2ccc(C(=O)N3CCN(C(=O)c4ccco4)CC3)cn2c1N(C)Cc1ccc(OC)cc1	-5	nt	2	-0.6	-3	-0.8	6.4	-5.0	-1.1	-2	4
COc1cccc(N2CCN(S(=O)(=O)c3ccc4c(c3)NC(=O)C(C)C(=O)N4)CC2)c1 (stereo not given)	4	-0.2	-4	-0.1	-2	-0.8	-0.6	0.1	4.8	2	-2
CC1CCN(Cc2csc(N)n2)CC1	6	1.9	3	-0.9	1	-0.1	1.9	-1.1	-1.9	4	-2
CN(CC(=O)Nc1ccc(Cl)cc1)CC(=O)N1CCc2ccccc21	3	2.3	4	-0.7	5	-0.1	-2.0	0.4	1.6	2	3
COc1ccc(-c2cc3nc(NCCN4CCCC4)n(C)c(=O)c3s2)cc1OC	-5	nt	-2	-0.9	1	-0.2	-0.3	2.8	0.1	i	-4
Cc1ccc(CN2CCN(Cc3cnn(-c4ccc(F)cc4)c3)CC2CCO)o1 (stereo not given)	1	-0.7	5	0.0	1	-0.6	1.8	0.9	1.2	-4	0
COC(=O)c1[nH]c2c(c1C)C(=O)CCC2	-1	-0.2	-3	0.1	5	-0.3	2.4	-0.3	0.2	12	0
C=CCc1ccc(OCCOCCNCCCC)c(OC)c1	3	-1.1	-1	-1.3	-4	2.5	0.8	-2.4	-0.4	-23	-6
C=CCN(CC=C)S(=O)(=O)c1ccc(NC(=S)NC(=O)/C=C/c2cccc3ccccc23)cc1	-5	0.7	0	-1.4	1	-0.6	-1.5	-0.1	-0.5	-2	-3
CCOc1cccc(CN2CCC(n3nccc3NC(=O)C3CCCC3)CC2)c1	7	0.0	-2	-1.3	-3	-0.8	-0.8	-1.9	-0.2	1	1
O=C(COC(=O)c1ccco1)c1ccc2ccccc2c1	-15	0.3	1	-0.6	2	0.2	0.4	0.9	1.9	-76	-1
O=C(CCNS(=O)(=O)c1ccc(Cl)cc1)N1CCCC1	5	-0.9	2	-0.8	3	-1.7	-0.4	0.4	-0.7	-4	1
O=C1c2oc3ccc(F)cc3c(=O)c2C(c2cccc(O)c2)N1CCCN1CCOCC1 (stereo not given)	-2	3.2	3	-0.9	0	-0.2	-3.4	1.1	-0.4	-11	-4
COc1cc2oc(=O)cc(-c3cccc(-c4ccc(C(F)(F)F)cc4)c3)c2c(OC)c1OC	8	-0.7	3	-0.9	3	0.4	2.3	-1.0	-3.0	6	-1
CCc1ccc(/C=C2/C(=O)N(c3ccccc3)C(=S)N2CC(=O)OC)s1	9	-0.8	7	-1.2	-1	-0.7	2.0	-1.1	-0.5	-1	11
CCOC(=O)c1c(C)[nH]c(C(=O)COC(=O)CCNS(=O)(=O)c2ccc(NC(C)=O)cc2)c1C	-7	0.8	1	-1.0	-1	0.9	1.2	0.5	2.2	-16	7
Cc1ccc(N(Cc2ccccc2F)S(C)(=O)=O)cc1C	0	0.4	1	-1.5	0	-0.6	-0.1	-2.1	-0.4	-5	10
CSc1ncccc1C(=O)OCC(=O)NC1CC1	10	-1.1	1	-1.5	-2	1.7	0.9	-0.2	0.2	-9	-2
N/C(=N\OC(=O)/C=C/c1ccccc1Cl)c1ccccn1	-2	-2.7	6	0.2	3	6.2*	0.5	8.0	7.0*	-4	-3
Cc1ccc(CN2CCN(Cc3ccc(-n4cccn4)cc3C)CC2CCO)cc1 (stereo not given)	1	-0.2	2	-1.8	-3	-0.7	0.3	-4.0	-2.5	10	-1
Cc1noc(NS(=O)(=O)c2ccc(N3Cc4ccccc4C3=O)cc2)c1C	11	0.2	3	-0.2	-2	-0.4	-1.4	0.2	-1.5	-2	0

More results follow.
SMILES	HGIII-sPLA2 inh	DAX1 inh-1	NPR1 activator	ssDAF-12 act	SMARCA2 act	DAX1 inh-2	GAA850 FXN act	hgDAF12 agonist	hcDAF-12 act	ADAM10 inh	NPR2 activator
COc1ccccc1NC(=O)CSc1nncs1	-2	0.5	3	-0.2	6	-0.4	-1.6	0.6	1.2	2	6
COc1ccc(-c2cc3nc(C)cc(C)n3n2)cc1	1	8.0*	2	2.7*	4	2.6	6.5	12*	9.2*	-77	-3
COc1ccccc1N/N=C(\C#N)C(=N)N1CCOCC1	4	0.9	-3	-0.9	0	0.9	0.2	-2.2	-0.8	10	-4
CC(NC(=O)c1ccc2c(c1)OCO2)C(c1cccs1)N1CCN(c2ccccc2)CC1 (stereo not given)	11	-1.6	-3	-1.3	-3	-0.4	1.4	4.1	0.1	0	-4
COc1cccc(OCCOc2c(OC)cccc2OC)c1	-1	0.5	-3	-1.1	1	0.0	-0.1	-1.2	-2.0	-1	-3
O=S(=O)(c1ccc(Cl)nc1)N1CCOCC1	7	1.8	-3	-0.9	-3	-1.9	-0.1	-1.9	-0.4	-4	-4
CC(C)(C)c1ccc(C(=O)Nc2sc3c(c2C(=O)O)CCC3)cc1	1	-2.7	-2	-3.5	-13	-2.9	-13	-22	-7.8	-4	-3
COc1ccc(NC(=O)CN2CCN(S(=O)(=O)c3ccc(Br)cc3)CC2)c(OC)c1	2	-0.2	-10	-1.6	-3	0.0	1.6	1.4	-1.0	-14	-5
CNS(=O)(=O)c1ccc(NC(=O)c2ccoc2C)cc1	-3	1.1	1	-1.1	3	-0.2	0.4	2.1	0.8	10	1
CCCN(CC(=O)Nc1ccccc1OC)C(=O)c1ccc(S(=O)(=O)Nc2ccccc2)cc1	-16	-1.5	1	-0.7	-1	0.1	0.3	-1.3	0.2	3	9
Cc1ccc(C)c(NC(=S)NNC(=O)c2cc3c(s2)CCC(C)C3)c1 (stereo not given)	-1	0.6	-2	-1.0	-2	0.5	-0.2	0.6	-0.5	-21	7
